Assay outcomes as filed in PubChem BioAssay.
NPR1 activator – GC-A (human) enzyme activation | P16066 | HEK293 GC-A cells, cGMP TR-FRET, EC30 ANP; 0% at EC30 ANP, 100% saturating ANP | activation, % at 10 µM | 370,000 tested, 0.14% active; in the data active = activation above about 40%
FXN GAA850 act – frataxin GAA850 promoter activation; HEK293 lucGAA850 FXN promoter luciferase reporter, 24 h; percent of 10 µM SAHA response; activation, % at 6 µM; 360,000 tested, 0.56% active;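 active = activation above the average of all compounds screened plus 3 SD, cutoff fixed separately per campaign, cut at about 7.5% in these data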;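 also: 0% = DMSO wells and 100% = 10 µM SAHA wells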
HGIII-sPLA2 inh – Inhibits HGIII-sPLA2 liposome hydrolysis, primary screen. AID 743126. QFRET BODIPY PC-A2 liposome hydrolysis, fluorescence. 370,000 tested, 0.56% active. inhibition, % at 12.2 µM. Q9NZ20;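 active = inhibition above mean plus 3 SD of compounds lying within the high and low control bounds, cut at about 19% in these data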;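 also: 0% = median of test compound wells and 100% = no enzyme DMSO wells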
Target sequence (Q9NZ20 whole entry, looked up): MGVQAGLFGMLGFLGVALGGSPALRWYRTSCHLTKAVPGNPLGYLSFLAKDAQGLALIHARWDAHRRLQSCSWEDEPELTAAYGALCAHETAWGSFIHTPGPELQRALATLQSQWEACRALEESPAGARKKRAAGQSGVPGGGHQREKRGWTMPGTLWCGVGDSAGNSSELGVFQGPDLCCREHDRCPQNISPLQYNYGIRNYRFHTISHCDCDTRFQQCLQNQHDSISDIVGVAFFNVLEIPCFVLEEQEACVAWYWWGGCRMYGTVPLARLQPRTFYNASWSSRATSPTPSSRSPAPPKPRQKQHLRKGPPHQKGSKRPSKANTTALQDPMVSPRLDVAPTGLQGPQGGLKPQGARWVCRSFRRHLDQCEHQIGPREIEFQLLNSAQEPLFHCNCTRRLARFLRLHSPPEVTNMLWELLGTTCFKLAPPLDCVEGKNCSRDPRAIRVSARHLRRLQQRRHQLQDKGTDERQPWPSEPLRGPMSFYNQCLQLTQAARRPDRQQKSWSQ
NPR2 activator – GC-B (human) receptor activation; activation, % at 10 µM; HEK293-GC-B cells, CNP EC30, cGMP TR-FRET; 0% at EC30 CNP, 100% saturating CNP; P20594; 370,000 tested, 0.11% active;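 active = activation at 10 µM reaching about 35% in either raw or pattern-adjusted values, limit read from the data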
DAX1 inh-1 – inhibitors of DAX1 repression of SF-1 activated StAR promoter | inhibition, % at 6.8 µM | HEK293T StAR-luciferase reporter, SF-1/DAX-1 repression relief | AID 652010 | 370,000 tested, 1.1% active;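 active = inhibition above the mean over all tested compounds plus 3 SD, cut at about 3.6% in these data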;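 also: 0% = DAX-1 cells with DMSO and 100% = cells lacking DAX-1 with DMSO; higher inhibition means more luminescence from relief of DAX-1 repression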
ssDAF12 agonist – activates DAF-12 receptor from parasite S. stercoralis; 370,000 tested, 1% active; activation, % at 6.8 µM; HEK293 ssDAF-12/GRIP1 lit1-tk-luc reporter, luminescence; % of 3 µM dafachronic acid response;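 active = activation above the mean over all tested compounds plus 3 SD, cut at about 0.9% in these data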;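 also: 0% = DMSO-only wells and 100% = 3 µM delta7-dafachronic acid wells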
hgDAF-12 ag – hgDAF-12 agonism, primary luciferase screen; activation, % at 6.8 µM; HEK293 GAL4-hgDAF12 UAS-luciferase reporter, agonist luminescence; normalized to butyrate control; 370,000 tested, 1.8% active;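 active = activation above a cutoff set at the mean of all screened compounds plus 3 SD, cut at about 10% in these data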;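 also: 0% = DMSO wells and 100% = sodium butyrate wells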
KLK7 zymogen act – activators of human kallikrein-7 zymogen; purified proKLK7, EDANS-DABCYL substrate fluorescence; 100% is mature enzyme control, 0% vehicle; 370,000 tested, 0.9% active; activation, % at 7 µM; AID 652039;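 active = activation above the mean of all tested compounds plus 3 SD, computed per campaign excluding outliers beyond control limits, cut at about 13% in these data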
Target sequence (P49862 whole entry, looked up): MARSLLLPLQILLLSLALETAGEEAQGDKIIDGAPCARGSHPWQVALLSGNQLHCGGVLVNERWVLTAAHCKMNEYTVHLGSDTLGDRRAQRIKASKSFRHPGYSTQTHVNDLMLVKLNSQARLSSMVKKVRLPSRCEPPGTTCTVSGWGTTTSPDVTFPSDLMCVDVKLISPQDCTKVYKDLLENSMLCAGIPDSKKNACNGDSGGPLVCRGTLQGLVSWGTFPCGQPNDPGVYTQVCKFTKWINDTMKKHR
SMARCA2 act – increases SMARCA2 function in MMTV reporter cells. MG213 cells, MMTV-luciferase reporter, dexamethasone, overnight. activation, % at 9.1 µM. 370,000 tested, 1% active; in the data active = activation above about 7.8%;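 also: 0% = vehicle wells and 100% = reference activator wells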
hcDAF12 agonist – activators of H. contortus DAF-12 nuclear receptor; 370,000 tested, 1.4% active; HEK293 hcDAF-12 lit1-tk-luc reporter, luminescence; 0% DMSO, 100% Δ7-dafachronic acid; activation, % at 6.8 µM;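 active = activation above the mean of all tested compounds plus 3 SD, cut at about 5.5% in these data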;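 also: 100% = response to 3 µM Δ7-dafachronic acid high control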
DAX1 inh-2 – NR0B1 (DAX1) inhibition; 340,000 tested, 0.99% active; P51843; HEK293 Gal4-DAX1 luciferase reporter, luminescence; AID 504766; inhibition, % at 6.75 µM;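 active = inhibition above the mean over all tested compounds plus 3 SD, cut at about 4.2% in these data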;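 also: 0% = DAX1-transfected cells with DMSO and 100% = empty-vector control cells with DMSO; inhibition shows as a rise in luminescence from relieved DAX1 repression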
Numbers without * were called inactive; nt = no result given. Outcome played no part in choosing rows. Share with any hit: about 6.7%.

Molecule	NPR1 activator	FXN GAA850 act	HGIII-sPLA2 inh	NPR2 activator	DAX1 inh-1	ssDAF12 agonist	hgDAF-12 ag	KLK7 zymogen act	SMARCA2 act	hcDAF12 agonist	DAX1 inh-2
COCC(C)NC(=O)/C=C/c1ccc(OC)cc1 (stereo not given)	-5	0.6	14	5	0.6	0.0	-0.2	-0.2	4	0.6	-0.9
COc1ccc(C2CC(=O)c3c(C)nc(N4CCN(c5ccccc5)CC4)nc3C2)cc1 (stereo not given)	-2	0.7	7	-6	0.6	-0.8	0.3	0.2	3	-1.7	0.0
COc1ccc(NCc2nnc(SCC(=O)c3ccc(C)cc3)o2)cc1	-4	3.2	-12	-5	-0.1	-1.5	0.2	1.2	0	1.5	2.4
CCN1C(=O)[C@@H]2[C@@H](c3ccc(-c4ccc(C(C)=O)cc4)cc3)N3CCC[C@@]3(C(=O)OC)[C@@H]2C1=O	1	-3.1	-13	7	-0.4	-1.3	-0.6	0.0	0	-2.2	1.3
COc1cc(/C=C/C(=O)O)cc(OC)c1OC	-1	-0.9	5	-4	-0.2	-0.6	2.3	0.4	-2	-0.2	0.4
CCCCn1c(N)c(N(CCOC)C(=O)c2cc(-c3ccc(OC)c(OC)c3)nc3ccccc23)c(=O)[nH]c1=O	4	0.2	-1	4	-0.2	-0.9	1.0	1.6	-1	0.6	1.8
CC(C)CCN1CCN(Cc2cc3ccccc3[nH]2)CC1CCO (stereo not given)	-3	2.5	-3	-5	0.4	0.3	-0.3	1.0	3	6.9*	0.1
O=S(=O)(Nc1ccc(-n2cnnn2)cc1)c1ccccc1F	-1	2.3	-1	-3	-0.4	-0.7	-1.0	0.2	-2	0.9	0.2
O=C(NNc1nc2ccccc2o1)c1ccccc1	1	0.6	-3	4	2.1	0.1	11*	-0.2	4	8.2*	nt
COc1cc(CC(=O)N(CC(C)C)C2CCS(=O)(=O)C2)cc(OC)c1OC (stereo not given)	0	1.4	-2	-4	-0.5	-0.8	-2.1	0.2	-2	-1.1	1.4
Cc1ccc(OCC(=O)O)c(O)c1	3	-1.3	-2	-2	0.1	-0.9	2.3	0.6	-5	1.9	0.9
COc1cccc(N2CCN(CC(=O)NC(C)c3ccccc3)CC2)c1 (stereo not given)	5	1.8	-8	-3	0.3	-1.7	-2.0	0.4	0	-0.9	-0.9
Cc1ccc(C)c(Cn2c(=O)n(-c3ccc(CC(=O)NCc4ccco4)cc3)c(=O)c3sccc32)c1	-4	-0.2	-4	-8	0.6	-1.9	-1.6	0.4	-5	1.0	0.5
Cc1ccc2nc(SCc3nnc(-c4ccccc4Br)o3)[nH]c2c1	-5	1.7	-28	-23	-0.3	-0.9	0.7	-0.2	0	-0.2	-0.4
CSc1nc(O)c(Nc2ccccc2)c(=O)[nH]1	-5	1.6	-4	1	0.1	-0.6	10	0.6	0	1.6	2.0
CCC(CC)C(=O)Nc1ccc(C(=O)c2ccccc2)cc1	0	0.0	-8	-2	0.9	-1.4	2.1	0.8	8	-0.9	1.1
COc1cccc(NC(=O)Nc2cc(C)on2)c1	0	1.5	-3	1	0.0	-0.3	1.1	-0.8	6	-0.8	2.5
O=C(CN1C(=O)C2CC=CCC2C1=O)NCc1cccs1 (stereo not given)	-2	2.1	7	3	0.4	-1.4	2.6	-0.1	-4	-1.6	-0.1
O=C(CN1C(=O)NC2(CCCC2)C1=O)NCc1ccco1	-2	0.8	0	-3	0.8	-0.6	1.3	-0.3	-3	-0.4	0.6
COCCN(C(=O)c1csnn1)C(C(=O)NC1CCCCC1)c1cccs1 (stereo not given)	-1	-0.8	-3	4	-0.6	-0.6	-0.3	-0.1	1	-2.7	-2.3
Nc1nc2ccc(Cl)cc2cc1C(=O)NC1CC1	2	nt	2	0	-0.4	-0.7	3.1	16*	-1	1.8	nt
COc1ccc(/C=C/C(=O)Nc2ccc3nc4n(c(=O)c3c2)CCCC4)cc1OC	1	0.2	-4	0	-0.7	-0.2	-2.1	-54	-1	-1.8	0.0
COC(=O)C1=CN(c2ccc(F)cc2)C=C(C(=O)OC)C1c1cccc(Br)c1	-7	-0.2	3	-3	-0.6	-0.9	-2.9	-8.8	-2	2.0	0.3
CC1CC(C)CN(C(CCc2ccccc2)C(=O)NC2CCCCC2)C1 (stereo not given)	1	nt	0	-3	-0.5	-1.4	1.9	0.1	1	1.2	nt

Reprinted from the part before: two compounds, then new ones.
Molecule	NPR1 activator	FXN GAA850 act	HGIII-sPLA2 inh	NPR2 activator	DAX1 inh-1	ssDAF12 agonist	hgDAF-12 ag	KLK7 zymogen act	SMARCA2 act	hcDAF12 agonist	DAX1 inh-2
COC(=O)C1=CN(c2ccc(F)cc2)C=C(C(=O)OC)C1c1cccc(Br)c1	-7	-0.2	3	-3	-0.6	-0.9	-2.9	-8.8	-2	2.0	0.3
CC1CC(C)CN(C(CCc2ccccc2)C(=O)NC2CCCCC2)C1 (stereo not given)	1	nt	0	-3	-0.5	-1.4	1.9	0.1	1	1.2	nt
C=CCNc1oc(-c2ccc(OCC)cc2)nc1C#N	2	3.6	2	-7	-0.9	-1.9	-1.1	-2.4	1	-2.8	-1.1
CCN(CC)c1nc2ccccc2n(Cc2cccc(OC)c2)c1=O	-6	0.5	6	-3	-0.1	-1.2	-0.1	-1.7	-4	-2.2	-0.3
Cc1nn(-c2ccccc2)c2c1C(c1ccccc1)C(C#N)=C(N)O2 (stereo not given)	-1	2.9	2	1	0.4	-1.2	0.8	-0.1	1	0.8	0.1
CCc1cc(=O)oc2cc(OCC(=O)NCCCn3ccnc3)c(Cl)cc12	-15	-0.5	3	-6	-0.6	-0.6	-1.3	0.6	1	-0.5	0.7
CC(=O)Nc1ccc(NS(=O)(=O)c2ccc(-c3csc(C)n3)s2)cc1	-2	2.8	-4	-3	0.6	-0.3	-1.3	0.1	-4	-1.2	nt
CCc1ccc(NC(=O)Nc2ccc3c(c2)N(C)C(=O)CS3)cc1	-7	-2.9	-14	-15	-2.5	-1.3	0.9	0.1	-2	-1.8	-2.2
O=C(CCNC(=O)c1ccc(Cl)cc1)NCc1cccc(C(F)(F)F)c1	-2	-2.2	-5	-4	-0.7	-1.0	-1.0	0.1	5	-0.2	0.5
COc1cccc(OC)c1C(=O)Nc1ccc(Cc2ccncc2)cc1	-3	3.0	2	6	0.0	-2.0	3.4	0.1	-2	2.7	0.7
CC(C)NC(=O)c1cccc(Br)c1	4	1.1	4	2	-0.1	-1.2	-1.2	0.1	-2	3.4	0.6
Cc1cc(C)nc(NS(=O)(=O)c2ccc(NC(=O)CN3C(=O)S/C(=C\c4ccccc4)C3=O)cc2)n1	-3	1.0	-87	-1	0.4	-1.7	-2.5	0.2	1	-0.8	0.1
CCC(Sc1nc2ccccc2c(=O)[nH]1)C(=O)Nc1ccc(C(C)=O)cc1 (stereo not given)	-10	6.7	-24	-2	1.0	-1.2	3.6	0.0	-1	-1.0	1.1
COc1ccc(-n2c(Cc3cccn3C)nnc2SCC(=O)Nc2cccc(OC)c2)cc1	-3	-2.2	-33	-1	-1.1	-0.8	-1.3	1.1	0	-1.5	-2.2
CC(O)CNc1nc2c(c(=O)n(Cc3ccc(Br)cc3)c(=O)n2C)n1C (stereo not given)	14	0.5	4	13	-0.7	-1.1	-4.2	-0.5	-1	-3.3	0.6
C=C(C)Cn1c(CCCNC(=O)CC)nc2ccccc21	-1	-1.2	9	0	-0.1	-1.7	-1.0	0.1	-2	-2.1	0.4
Cc1ccc(C(=O)Nc2nc3ccccc3s2)s1	5	-1.7	-3	-3	4.8*	0.7	21*	0.3	-1	12*	0.6
Cc1[nH]c2ccccc2c1/C=N/Nc1ccccc1[N+](=O)[O-]	-3	4.5	11	-3	0.1	0.9*	3.6	0.2	-2	5.0	-0.4
COc1ccc(-c2ccccc2C2=CC(=O)CC(C)(C)C2=O)cc1	-4	2.4	5	1	0.1	-0.3	1.7	-0.4	-2	-1.3	0.0
O=C(Nc1ccc(F)cc1)c1cccc(N2C(=O)C3C4C=CC(C4)C3C2=O)c1 (stereo not given)	3	1.2	-8	3	-1.0	-1.4	1.1	-0.2	1	0.3	0.8
Cc1ccccc1-c1cn(-c2ccccc2)c(=S)[nH]1	-1	-1.0	16	-1	-0.7	-1.3	2.1	-0.6	0	-0.1	-0.7
Cc1ccc(N2C(=O)c3ccc(C(=O)NCCN4CCOCC4)cc3C2=O)cc1	5	-0.7	0	-1	-0.2	-1.2	-2.4	0.7	-1	-0.3	1.2
COc1ccc(S(=O)(=O)N2CCOC23CCN(C(=O)c2ccccc2OC)CC3)cc1	-2	-0.1	2	4	3.1	-1.2	0.9	-0.5	-1	-0.1	-0.6
COc1cc([C@H](Cc2ccccc2)NC(C)=O)oc(=O)c1	0	1.4	0	4	-0.1	-1.2	0.5	-1.1	1	-1.7	0.4

Single values from the entries so far.
Result of `Cc1[nH]c2ccccc2c1/C=N/Nc1ccccc1[N+](=O)[O-]` in ssDAF12 agonist: 0.9*
Result of `CC(O)CNc1nc2c(c(=O)n(Cc3ccc(Br)cc3)c(=O)n2C)n1C` (stereo not given) in KLK7 zymogen act: -0.5
Result of `C=C(C)Cn1c(CCCNC(=O)CC)nc2ccccc21` in KLK7 zymogen act: 0.1
Result of `COc1ccc(-c2ccccc2C2=CC(=O)CC(C)(C)C2=O)cc1` in DAX1 inh-2: 0.0
